TcdB inh – inhibitors of Clostridioides difficile toxin B glycohydrolase; P18177; TcdB glycohydrolase enzymatic assay, plate reader; inhibition, % at 9.99 µM; 350,000 tested, 0.24% active; in the data active = inhibition above about 10%
Active calls of the source: *; & = joins results of further samples. The list is partial, so the mix of outcomes need not match the whole.

No.	mol	TcdB inh
1	CC(C)NC(=O)N1C[C@@H]2[C@H](c3ccccc31)[C@H](CO)N2Cc1ccc(Cl)cc1	0.0
2	O=C([C@@H]1[C@@H](CO)[C@@H]2Cn3c(cccc3=O)[C@@H]2N1CC1CCCCC1)N1CCOCC1	-1.1
3	COc1ccc(-c2ccccc2[C@@H]2[C@@H](C#N)N(C(=O)C3CCOCC3)[C@H]2CO)cc1	-0.8
4	COc1cccc(-c2ccc3n(c2=O)C[C@H]2[C@H](CO)[C@@H](C(=O)NCC4CC4)N(C(C)=O)[C@@H]32)c1	-3.5
5	C[C@@H]1CN([C@@H](C)CO)S(=O)(=O)c2ccc(-c3ccccc3F)cc2O[C@H]1CN(C)Cc1cncnc1	1.0
6	O=C(NC1CCC1)[C@H]1[C@H](CO)[C@H]2Cn3c(ccc(-c4ccccc4)c3=O)[C@H]2N1CCc1ccccc1	0.9
7	C[C@@H]1CN([C@@H](C)CO)S(=O)(=O)c2ccc(C#CCN(C)C)cc2O[C@@H]1CN(C)C(=O)CN(C)C	-0.7
8	O=C(C[C@H]1C=C[C@@H](NC(=O)Nc2cc(F)ccc2F)[C@@H](CO)O1)NCc1ccccn1	0.0
9	COCC(=O)Nc1ccc2c(c1)C(=O)N(C)C[C@@H](OC)[C@H](C)CN(CCc1ccccc1)[C@H](C)CO2	1.0
10	O=C(C[C@H]1CC[C@@H]2[C@H](COC[C@H](O)CN2CCc2ccccc2)O1)N1CCC(Cc2ccccc2)CC1	-0.3
11	COC[C@@]12C[C@H]3C(=O)N(Cc4ccccc4)C(=O)[C@H]3[C@@H](CO1)/C2=C\c1ccccc1	0.9
12	O=C(N[C@@H]1CC[C@@H](CCNC(=O)C2CCCCC2)O[C@H]1CO)c1ccncc1	0.3
13	C[C@@H]1CCCCO[C@H](CN(C)CC2CC2)[C@@H](C)CN([C@H](C)CO)C(=O)c2cc(NC(=O)Cc3ccccc3)ccc2O1	-2.9
14	Cc1noc(C)c1S(=O)(=O)Nc1ccc2c(c1)CC(=O)N([C@H](C)CO)C[C@@H](C)[C@H](CN(C)S(=O)(=O)c1cn(C)cn1)O2	0.2
15	COc1cccc(NC(=O)C[C@@H]2CC[C@H]3[C@@H](COc4ccc(NC(=O)C5CC5)cc4C(=O)N3C)O2)c1	0.0
16	COCC(=O)Nc1ccc2c(c1)C(=O)N(C)C[C@@H](OC)[C@@H](C)CN(C(=O)c1cccnc1)[C@H](C)CO2	-1.2
17	CCCNC(=O)Nc1ccc2c(c1)OC[C@H](C)N(C)C[C@@H](C)[C@H](OC)CN(C)C2=O	-0.7
18	CCC(=O)Nc1ccc2c(c1)C(=O)N(C)C[C@H](OC)[C@@H](C)CN(CCc1ccccc1)[C@H](C)CO2	-0.5
19	Cc1ccc(S(=O)(=O)N[C@H]2CC[C@@H](CCn3cc(C4CCCC4)nn3)O[C@H]2CO)cc1	-2.8
20	O=C(NCCc1ccncc1)[C@@H]1[C@@H](CO)[C@@H]2Cn3c(ccc(-c4ccc(F)cc4)c3=O)[C@H]1N2	0.6
21	CN1C(=O)c2cc(NC(=O)Cc3cccs3)ccc2OC[C@H]2O[C@H](CC(=O)NCCCN3CCOCC3)CC[C@@H]21	0.4
22	COC(=O)C[C@@H]1C[C@@H]2c3cc(N)ccc3O[C@@H]2[C@H](CO)O1	0.1
23	O=S(=O)(c1ccc(F)cc1)N1CCCCN2[C@@H](CO)[C@@H](c3ccc(-c4cncnc4)cc3)[C@@H]2C1	0.0
24	CO[C@H]1CN(C)C(=O)c2ccc(NS(C)(=O)=O)cc2OC[C@H](C)N(CC2CC2)C[C@@H]1C	1.0
25	CCc1csc(N2[C@H](CO)[C@H](c3ccccc3)[C@@H]2CNC)n1	-2.4
26	CC(=O)N(C[C@@H]1N[C@@H](CO)[C@H]1c1ccc(-c2cccnc2)cc1)C1CCCC1	0.2&-1.3
27	COc1ccc(CNC(=O)C[C@H]2C[C@H]3c4cc(NC(=O)C5CCC5)ccc4O[C@H]3[C@H](CO)O2)cc1	-0.3
28	C[C@@H]1CN([C@@H](C)CO)C(=O)c2cc(NC(=O)Nc3ccc(F)cc3)ccc2O[C@@H]1CN(C)C	0.3
29	CO[C@@H]1CC[C@@H]2CCOc3ccc(C#N)cc3C(=O)N(C)[C@H](C)C(=O)N(C)C[C@@H]1O2	2.6
30	CNC[C@@H]1Oc2cc(-c3ccccc3F)ccc2S(=O)(=O)N([C@H](C)CO)C[C@H]1C	-0.4
31	Cc1noc(C)c1S(=O)(=O)Nc1ccc2c(c1)C(=O)N([C@H](C)CO)C[C@H](C)[C@@H](CN(C)C(=O)Cc1ccccc1)OCCCC[C@H](C)O2	-0.1
32	COc1ccc(NC(=O)C(c2ccncc2)n2c(=O)c(-c3cc4ccccc4[nH]3)nc3ccccc32)cc1 (configuration not stated)	2.6
33	Cc1ccc(-c2nc3c(C)cc(Br)cn3c2Cc2ccccc2C(F)(F)F)cc1	0.9
34	C[C@@H]1CN([C@@H](C)CO)C(=O)Cc2cc(NS(C)(=O)=O)ccc2O[C@@H]1CN(C)CC1CCCCC1	-0.2
35	O=C(C[C@@H]1C[C@H]2c3cc(NC(=O)Nc4ccccc4)ccc3O[C@H]2[C@@H](CO)O1)NCCN1CCCCC1	-1.5
36	CC(C)CC#Cc1ccc2c(c1)O[C@@H](CN(C)Cc1ccccn1)[C@@H](C)CN([C@H](C)CO)S2(=O)=O	0.5
37	C[C@H](CO)N1C[C@H](C)[C@H](CN(C)S(=O)(=O)c2ccccc2)OCCCC[C@H](C)Oc2ccc(NC(=O)Nc3ccc4c(c3)OCO4)cc2C1=O	0.4
38	C[C@H](CO)N1C[C@H](C)[C@H](CN(C)Cc2ccc(-c3ccccc3)cc2)OCc2ccccc2-c2c(n(C)c3ccccc23)C1=O	-0.2
39	O=C(C[C@H]1CC[C@H](NC(=O)c2ccccc2)[C@@H](CO)O1)NCc1ccncn1	1.3
40	Cc1c(COC(=O)NC(C)C)c(COC(=O)NC(C)C)c2n1CS(=O)(=O)C2	-0.8
41	C[C@@H]1CCCCO[C@H](CN(C)C(=O)Nc2ccccc2)[C@H](C)CN([C@@H](C)CO)C(=O)c2cc(NC(=O)Nc3ccc4c(c3)OCO4)ccc2O1	-1.1
42	C[C@@H]1CN([C@H](C)CO)C(=O)c2cc(NC(=O)c3ccncc3)ccc2O[C@H]1CN(C)Cc1ccc(C(=O)O)cc1	0.7
43	C[C@H]1CN([C@@H](C)CO)C(=O)c2cccc(NC(=O)c3ccc(-c4nccs4)cc3)c2O[C@@H]1CN(C)CC1CCCCC1	-0.1
44	Cc1ccccc1S(=O)(=O)N(C)C[C@H]1OCc2ccccc2-c2ccccc2C(=O)N([C@H](C)CO)C[C@@H]1C	0.3
45	CCN(C[C@@H]1[C@@H](c2ccccc2)[C@H](CO)N1C(=O)COC)S(C)(=O)=O	0.3
46	COc1ccc(NC(=O)N2CCCCN3[C@@H](CO)[C@@H](c4ccc(C5=CCCC5)cc4)[C@@H]3C2)cc1	-2.2
47	C[C@@H]1CN([C@H](C)CO)C(=O)Cc2cc(NC(=O)Cc3cn(C)c4ccccc34)ccc2O[C@@H]1CN(C)Cc1ccc(Cl)c(Cl)c1	-7.3
48	CO[C@@H]1CN(C)C(=O)c2ccc(NC(=O)Nc3cccc(F)c3)cc2OC[C@H](C)N(C)C[C@H]1C	-0.7
49	COc1ccccc1CN1C[C@@H](C)[C@@H](OC)CN(C)C(=O)c2ccc(NC(C)=O)cc2OC[C@@H]1C	-0.2
50	Cc1cccc(-c2ccc([C@H]3[C@H](CO)N4CCCCN(C(=O)NC(C)C)C[C@@H]34)cc2)c1	0.9
51	CCN1CC(=O)N2[C@H](CO)[C@@H](c3ccc(-c4ccccc4F)cc3)[C@H]2C1	-0.8
52	CC(C)NC(=O)N1C[C@@H]2[C@H](c3ccccc31)[C@H](CO)N2C(=O)c1cccnc1	-1.1
53	COc1ccc(S(=O)(=O)Nc2ccc3c(c2)C(=O)N([C@H](C)CO)C[C@H](C)[C@H](CN(C)C(=O)NC2CCCCC2)O3)cc1	0.6
54	COc1ccc(S(=O)(=O)N[C@@H]2CC[C@@H](CC(=O)N3CCc4ccccc4C3)O[C@@H]2CO)cc1	1.2
55	CC(C)NC(=O)Nc1ccc2c(c1)CC(=O)N([C@H](C)CO)C[C@H](C)[C@@H](CN(C)Cc1ccc(C(=O)Nc3ccccc3N)cc1)O2	0.9
56	COc1ccccc1NC(=O)N1C[C@@H]2[C@H](c3ccccc31)[C@H](CO)N2Cc1ccc2c(c1)OCO2	-1.5

Remaining list, next part:
No.	mol	TcdB inh
57	CC(C)NC(=O)N(C)C[C@H]1OCCCC[C@@H](C)Oc2ccc(NS(C)(=O)=O)cc2C(=O)N([C@@H](C)CO)C[C@H]1C	-0.1
58	COc1ccc(CN(C)C[C@H]2Oc3ccc(NC(=O)Nc4ccccc4)cc3C(=O)N([C@H](C)CO)C[C@H]2C)cc1	-0.9
59	COc1ccc(CN(C)C[C@@H]2Oc3ccc(NC(=O)CCC(F)(F)F)cc3C(=O)N([C@H](C)CO)C[C@@H]2C)cc1	-0.5
60	CCCNC(=O)Nc1ccc2c(c1)C(=O)N(C)[C@@H]1CC[C@@H](CC(=O)NCC3CCCCC3)O[C@H]1CO2	0.5
61	CCC(=O)N1CC2(C1)[C@H](c1ccccc1)[C@@H](CO)N2C(=O)NC(C)C	0.3
62	CCC(=O)N(C)C[C@@H]1Oc2cc(Br)ccc2S(=O)(=O)N([C@H](C)CO)C[C@H]1C	1.1
63	C[C@@H]1CN([C@@H](C)CO)C(=O)c2cc(-c3cncnc3)cnc2O[C@@H]1CN(C)C(=O)c1ccccc1F	0.1
64	O=C(C1CC1)N1CCCCN2[C@H](CO)[C@@H](c3ccc(-c4cccc(F)c4)cc3)[C@@H]2C1	0.7
65	C[C@@H]1CN([C@H](C)CO)C(=O)c2cccc(NS(=O)(=O)c3ccccc3)c2O[C@H]1CN(C)S(=O)(=O)c1ccc(Cl)cc1	-7.0
66	C[C@H]1CN([C@@H](C)CO)C(=O)Cc2cc(NC(=O)CCN3CCOCC3)ccc2O[C@H]1CN(C)S(=O)(=O)c1ccccc1	-0.4
67	C[C@@H]1CN([C@@H](C)CO)C(=O)c2c(c3ccccc3n2C)-c2ccccc2CO[C@H]1CN(C)C	2.0
68	CC(=O)N1[C@H](CO)[C@H](c2ccccc2)[C@H]1CN(C)S(=O)(=O)c1ccccc1	1.4
69	O=C(Nc1cccc(F)c1)N1CC(=O)N2[C@H](C1)[C@@H](c1ccc(-c3ccc(F)cc3)cc1)[C@@H]2CO	-8.4
70	C[C@@H]1CN([C@@H](C)CO)C(=O)Cc2cc(NC(=O)Nc3ccc(C(F)(F)F)cc3)ccc2O[C@@H]1CN(C)S(=O)(=O)c1cn(C)cn1	-0.8
71	C[C@@H]1CN([C@@H](C)CO)C(=O)c2cc(NC(=O)Nc3ccccc3)ccc2O[C@@H]1CN(C)C(=O)Nc1cccc2ccccc12	-7.4
72	C[C@@H]1CN([C@@H](C)CO)C(=O)c2cccc(NS(C)(=O)=O)c2O[C@H]1CN(C)Cc1ccc(Cl)c(Cl)c1	-1.4
73	COc1ccc(S(=O)(=O)N(C)C[C@@H]2Oc3ncc(C#Cc4cccc(F)c4)cc3C(=O)N([C@H](C)CO)C[C@@H]2C)cc1	0.9
74	C[C@H]1CN([C@@H](C)CO)C(=O)c2cccc(NS(=O)(=O)c3cn(C)cn3)c2O[C@H]1CN(C)S(=O)(=O)c1ccc(Cl)cc1	0.7
75	CC(C)NC(=O)N[C@@H]1CC[C@H](CC(=O)NCCN2CCCC2)O[C@H]1CO	-1.0
76	CNC[C@@H]1OCCCC[C@H](C)Oc2ccc(NC(=O)Nc3ccc(F)cc3)cc2C(=O)N([C@@H](C)CO)C[C@@H]1C	0.1
77	Cc1ccc(S(=O)(=O)N[C@H]2C=C[C@H](CC(=O)NCCN3CCCCC3)O[C@@H]2CO)cc1	-1.4
78	C[C@@H]1CCCCO[C@H](CN(C)Cc2ccc(C(=O)O)cc2)[C@H](C)CN([C@@H](C)CO)C(=O)c2cc(NC(=O)CCCN(C)C)ccc2O1	0.3
79	COC(=O)c1ccsc1NS(C)(=O)=O	1.5
80	CCC(=O)Nc1ccc2c(c1)OC[C@H](C)N(Cc1nccs1)C[C@@H](C)[C@H](OC)CN(C)C2=O	0.3
81	C[C@@H]1CN([C@@H](C)CO)C(=O)c2cc(NC(=O)Cn3cnnn3)ccc2O[C@@H]1CN(C)C(=O)Nc1cccc2ccccc12	-1.3
82	Cc1ccc(S(=O)(=O)Nc2ccc3c(c2)C(=O)N([C@@H](C)CO)C[C@@H](C)[C@H](CN(C)C(=O)NC(C)C)OCCCC[C@@H](C)O3)cc1	-0.9
83	CC(C)NC(=O)Nc1ccc2c(c1)CC(=O)N([C@H](C)CO)C[C@@H](C)[C@H](CN(C)Cc1ccc(C(=O)O)cc1)O2	0.0
84	C/C=C/c1ccc([C@H]2[C@@H](CO)N(C(=O)c3cnccn3)C23CN(C(=O)CC)C3)cc1	0.5

Compound activity deposited in PubChem BioAssay by Broad Institute.
